Source: PubChem
HEK293 tox: cytotoxic in the GLP-1 receptor inverse agonist counter-screen; HEK293 cAMP-luciferase reporter cells, luminescence, 24 h; Potency, µM (doses to about 38.3 µM), for inactives: top-dose activity change, negative = inhibition, actives largely listed as inhibitors; hit rate 0.13% among 410,000; AID 624418;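 note: loss of luciferase light is scored as toxicity; % is set by controls: 0 for no effect and ±100 for the full control effect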
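Luminescence readout: signal drop marks cytotoxicity. Plated cells grew 12 h at 37 °C, 5% CO2, received 23 nL compound for 24 h, then got luciferase reagent, read after 12 min at RT.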
PTHR1 ag: agonists of human PTHR1 parathyroid hormone receptor. HEK293 GP2 PTHR1 cells, GloSensor cAMP luminescence, 1 h. Potency, µM (doses to about 115 µM), inactives show at the highest dose activation, usual class: activators. hit rate 0.075% among 410,000. AID 743266; note: nearly all actives have a fitted effect of over 55% in size; some results filed as inactive show a strong effect at the top dose; inactives centre near -15; many of its hits are not listed in these tables
Target sequence (Q03431 whole entry, looked up): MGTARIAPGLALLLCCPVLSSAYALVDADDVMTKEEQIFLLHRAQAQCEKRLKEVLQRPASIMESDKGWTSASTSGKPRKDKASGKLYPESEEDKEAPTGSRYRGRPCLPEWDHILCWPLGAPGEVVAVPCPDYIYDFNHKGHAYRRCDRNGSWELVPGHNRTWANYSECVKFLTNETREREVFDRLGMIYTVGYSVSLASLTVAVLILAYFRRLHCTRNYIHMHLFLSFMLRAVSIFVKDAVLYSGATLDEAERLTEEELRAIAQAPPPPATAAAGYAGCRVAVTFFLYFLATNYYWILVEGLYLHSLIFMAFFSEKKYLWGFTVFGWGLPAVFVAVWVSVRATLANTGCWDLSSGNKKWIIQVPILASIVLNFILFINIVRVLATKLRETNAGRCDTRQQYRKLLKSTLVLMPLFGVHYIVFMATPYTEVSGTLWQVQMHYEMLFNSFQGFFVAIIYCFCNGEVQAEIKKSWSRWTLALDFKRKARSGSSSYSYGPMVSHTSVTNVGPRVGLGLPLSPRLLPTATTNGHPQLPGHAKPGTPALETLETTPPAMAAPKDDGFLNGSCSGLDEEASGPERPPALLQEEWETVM
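HEK-293-derived GP2 cells expressing PTHR1 and a GloSensor cAMP reporter, 3,000/well, plated overnight, given luciferin plus IBMX (each 0.5 mM as added) for 1 h at 37 °C, then compound for 1 h at 37 °C. Luminescence was read after 15 min at room temperature.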
GLP1R inv ag: inverse agonists of human GLP-1 receptor; P43220; HEK293 GLP-1R CRE-luciferase, luminescence, 24 h; GLP-1R form is constitutively active; Potency, µM (highest dose often 38.3 µM), for inactives: at the highest dose activity change, negative = inhibition, actives largely listed as inhibitors; hit rate 1.6% among 410,000; note: % is set by controls: 0 for no effect and ±100 for the full control effect; nearly all actives have a fitted effect of over 55% in size
Target sequence (P43220 whole entry, looked up): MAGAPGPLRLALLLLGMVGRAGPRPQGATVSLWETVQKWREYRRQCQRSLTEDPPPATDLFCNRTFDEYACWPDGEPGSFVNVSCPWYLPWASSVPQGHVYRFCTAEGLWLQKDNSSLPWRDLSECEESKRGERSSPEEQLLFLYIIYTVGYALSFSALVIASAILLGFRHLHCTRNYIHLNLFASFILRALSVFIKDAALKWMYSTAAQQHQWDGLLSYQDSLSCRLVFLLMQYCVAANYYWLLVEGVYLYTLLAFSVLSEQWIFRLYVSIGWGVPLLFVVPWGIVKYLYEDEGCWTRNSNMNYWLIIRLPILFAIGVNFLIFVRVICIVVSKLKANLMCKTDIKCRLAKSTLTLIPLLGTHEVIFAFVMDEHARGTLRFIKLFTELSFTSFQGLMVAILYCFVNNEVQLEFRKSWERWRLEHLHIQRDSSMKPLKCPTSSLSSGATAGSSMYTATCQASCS
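Cells are plated, allowed 12 hours at 37 deg C, then treated with compounds for 24 hr before luciferase detection reagent is added and luminescence is read after 12 min at room temperature. The HEK293 line carries constitutively active GLP-1R with a cAMP-responsive reporter.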
* = called active by the depositor; i = inactive; ? = inconclusive; [ ] = another dose, or the depositor's remark. Calls come from the whole dose curve; as a rule, active = well fitted curve in the direction sought with a large enough effect; inconclusive = small, poorly fitted or top-dose-only effect, or another doubt; inactive = no such curve, though single readings can be large; an effect the other way counts as inactive or inconclusive. Potency is the fitted concentration of half-maximal effect. A portion of the library (hit frequency here may not be typical).

SMILES	HEK293 tox	PTHR1 ag	GLP1R inv ag
CN1CCc2nc3sc(C(=O)Nc4ccccc4C(F)(F)F)c(N)c3cc2C1	78%[activator]	-33%[inhibitor]	9%
CCOc1cc(CNC(=O)Cn2c(-c3cccs3)cc3cc(F)ccc32)ccc1OC	4%	-17%	-2%
CCOc1ccc(NC(=O)c2cc3cc(C)ccc3n2C)cc1	-1%	-16%	-17%
COc1cc(NC(=O)N2CCC(CN3CCCCCC3)CC2)cc(OC)c1OC	-1%	-14%	-11%
O=C(CNC(=O)c1ccc(F)cc1)OCc1cc(=O)n2ccsc2n1	0%	i	15%
N#Cc1c[nH]n2c(NC3CCCC3)c(-c3cccc(Br)c3)nc12	3%	-9%	9%
CCOC(=O)c1ccc(NC(=O)CCCc2nc(-c3cc(OC)c(OC)c(OC)c3)no2)cc1	-1%	-10%	-6%
COc1ccc(/C=C/C(=O)Nc2nc(-c3cccs3)ns2)cc1	2%	i	11%
CCOc1ccc(-c2nonc2NC(=O)c2oc3ccc(Cl)cc3c2C)cc1	?	-28%	-47%
CNC(=O)C1CCC(Cn2c(=O)c3sccc3n(Cc3cc(C)ccc3C)c2=O)CC1 (centres undefined)	-16%	-2%	7%
COc1cc2ncc3c(-c4ccc(C)cc4)nn(-c4ccc(F)cc4F)c3c2cc1OC	-8%	i	-20%
O=S(=O)(c1ccc(-c2cc(C(F)(F)F)on2)s1)N1CCN(c2ccc(F)cc2)CC1	0%	i	1%
Cc1cc(C)c(Cn2c(C3CC(=O)N(c4ccc(F)cc4)C3)nc3ccccc32)c(C)c1 (centres undefined)	2%	-33%[inhibitor]	1%
Cc1cc(C)c2oc(C(=O)Nc3c(C(=O)Nc4ccccc4)oc4ccccc34)cc(=O)c2c1	8%	i	2%
CCOc1ccc(-n2cc(-c3ccccc3)c3c(N4CCC(C)CC4)ncnc32)cc1	-9%	i	?
Cc1ccc(C(=O)NCC(c2cccnc2)N2CCc3ccccc32)cc1C (centres undefined)	12%	-38%[inhibitor]	?
CCN(CC)CCCNC(=O)Cn1nc(N2CCN(c3ccccc3OC)CC2)ccc1=O	13%	i	-7%
COC(=O)c1ccc(NC(=O)CSc2nc3c(c(=O)n(C)c(=O)n3C)n2Cc2ccccc2)cc1	9%	i	6%
CC(=O)c1cccc(NC(=O)Cc2ccc(NC(=O)N3CCCCc4ccccc43)cc2)c1	3%	-21%	?
O=C(CSc1nncn2c1cc1occc12)Nc1ccc(F)c(Cl)c1	3%	i	2%
CC(NC(=O)CCCn1c(=O)c2cccn2c2cccnc21)c1ccccc1 (centres undefined)	23%	0%	27%
CCCSC1=NC2(CCN(C(=O)NC3CCCCC3)CC2)N=C1c1ccc(Cl)cc1	9%	i	9%
Cc1ccc(NC(=O)CCC(=O)N2CCSc3ccccc32)cc1	0%	-28%	?
COc1cccc(C(=O)Nc2cc(-c3ccccc3)nn2-c2ccccc2)c1	-3%	-24%	?
CC(C)c1ccc(NC(=O)Cn2cc(S(=O)(=O)Cc3cccc(Cl)c3)c3ccccc32)cc1	-12%	-6%	15%

Structural class: the compounds so far containing two or more sulfur atoms
SMILES	HEK293 tox	PTHR1 ag	GLP1R inv ag
COc1ccc(/C=C/C(=O)Nc2nc(-c3cccs3)ns2)cc1	2%	i	11%
O=S(=O)(c1ccc(-c2cc(C(F)(F)F)on2)s1)N1CCN(c2ccc(F)cc2)CC1	0%	i	1%

7 of these compounds in another layout:
The line under a structure holds: HEK293 tox | PTHR1 ag | GLP1R inv ag
Cc1ccc(C(=O)NCC(c2cccnc2)N2CCc3ccccc32)cc1C (centres undefined)
 : 12% | -38%[inhibitor] | ?
CCN(CC)CCCNC(=O)Cn1nc(N2CCN(c3ccccc3OC)CC2)ccc1=O
 : 13% | i | -7%
COC(=O)c1ccc(NC(=O)CSc2nc3c(c(=O)n(C)c(=O)n3C)n2Cc2ccccc2)cc1
 : 9% | i | 6%
CC(=O)c1cccc(NC(=O)Cc2ccc(NC(=O)N3CCCCc4ccccc43)cc2)c1
 : 3% | -21% | ?
O=C(CSc1nncn2c1cc1occc12)Nc1ccc(F)c(Cl)c1
 : 3% | i | 2%
CC(NC(=O)CCCn1c(=O)c2cccn2c2cccnc21)c1ccccc1 (centres undefined)
 : 23% | 0% | 27%
CCCSC1=NC2(CCN(C(=O)NC3CCCCC3)CC2)N=C1c1ccc(Cl)cc1
 : 9% | i | 9%

(next part)
SMILES	HEK293 tox	PTHR1 ag	GLP1R inv ag
CCOc1ccccc1CNC(=O)CCCn1c(=O)c2cccn2c2ccc(F)cc21	-1%	-49%[inhibitor]	-11%
COCCCNC(=O)c1ccc(Cn2c(=O)c3cccn3c3cccnc32)cc1	-23%	11%	-27%
Cc1ccc(S(=O)(=O)c2nc(-c3cccc(Br)c3)oc2N2CCCCCC2)cc1	8%	-55%[inhibitor]	2%
CCN(C(=O)Cn1nc(Cc2ccncc2)c2ccccc2c1=O)c1ccc(OC)cc1	1%	i	5%
O=C(CSCc1cnn(-c2ccccc2)c1-n1cccc1)Nc1ccc(F)cc1F	-12%	-79%[inhibitor]	?
COc1ccc(OC)c(NC2=C(c3ccccc3)C(=O)c3ccccc32)c1	?	-54%[inhibitor]	?
COc1cc(C(=O)N(Cc2ccc(N(C)C)cc2)CC2CCCO2)cc(OC)c1OC (centres undefined)	-6%	i	1%
CCC(=O)N1c2ccccc2CC1C(=O)NCc1ccccc1C (centres undefined)	4%	i	-6%
Cc1cccc(-c2nc3scc(CCNS(=O)(=O)c4c(C)noc4C)n3n2)c1	-11%	-9%	-3%
Cc1ccc(C)c(CN2C(=O)c3ccccc3Sc3ccc(C(=O)NC4CCCC4)cc32)c1	-2%	?	5%
CCOc1ccccc1NC(=O)c1c(NCc2sccc2C)sc2c1CCCCC2	-2%	i	-26%
COC(=O)c1ccc(NC(=O)C(=O)NCC(c2cccnc2)N2CCN(c3ccccc3)CC2)cc1 (centres undefined)	0%	13%	6%
CCc1nc(SCC(=O)Nc2ccc(NC(C)=O)cc2)n[nH]1	-10%	i	0%
COc1cc(OC)c(NC(=O)NC(C)c2c(-n3cccc3)sc(C)c2C)cc1Cl (centres undefined)	8%	i	?
CCCCOC(=O)c1ccc(NC(=O)c2cc(=O)c3ccccc3o2)cc1	-5%	i	6%
CCCSC1=NC2(CCN(C(=O)NC3CCCCC3)CC2)N=C1c1ccc(OC)cc1	-16%	-16%	?
CCOC(=O)C(Cc1c[nH]c2ccccc12)NC(=O)COc1ccc(CC)cc1 (centres undefined)	-2%	-93%[inhibitor]	?
Cn1c(-n2cccc2)c(-c2c(-c3ccc(F)cc3)[nH]c3c2c(=O)n(C)c(=O)n3C)c(=O)n(C)c1=O	-9%	?	5%
Cc1cc(C)c(Cn2c(=O)n(-c3ccccc3Cl)c(=O)c3c(C)c(C(=O)N(C)C)sc32)c(C)c1	-5%	-20%	-11%
Cc1nn(-c2ccccc2)c2c1N(CC(=O)NCc1ccc(N(C)C)cc1)C(=O)CS2	5%	-11%	-5%
Cc1ccc2c(c1)C(c1ccc(F)cc1)N(C(=O)c1ccc(S(=O)(=O)N3CCCCC3)cc1)CC(=O)N2 (centres undefined)	-14%	9%	?
Cc1ccc(-n2c(=O)c3c(c4cc(C)ccc4n3C)n(CC(=O)Nc3cc(C)cc(C)c3)c2=O)cc1	10%	5%	11%
CCOC(=O)c1c(C)n(-c2ccccc2)c2ccc(OC(=O)c3ccc(OCC)c(OCC)c3)cc12	2%	i	?
CC(C)NC(=O)c1ccc2c(c1)nc1n2CCCCC1	1%	i	10%
Cc1ccccc1CN1C(=O)c2ccccc2Sc2ccc(C(=O)N3CCOCC3)cc21	0%	-2%	?

Compound profiles, as listed above. Values in the order: HEK293 tox | PTHR1 ag | GLP1R inv ag
CCCCOC(=O)c1ccc(NC(=O)c2cc(=O)c3ccccc3o2)cc1 in the list: -5% | i | 6%
CCC(=O)N1c2ccccc2CC1C(=O)NCc1ccccc1C (centres undefined) in the list: 4% | i | -6%

The listing continues.
SMILES	HEK293 tox	PTHR1 ag	GLP1R inv ag
COc1ccc(N2CCN(C(=O)c3cc4c(=O)n(Cc5cccnc5)ccc4nc3C)CC2)cc1	1%	i	-6%
COc1ccc(CNC(=O)C(=O)NCC(c2ccc3c(c2)OCO3)N2CCOCC2)cc1 (centres undefined)	2%	i	11%
Cc1ccc(SCC(=O)Nc2ccc3oc(-c4cccc(C)c4)nc3c2)cc1	2%	i	6%
Cc1ccc2c(c1)N(C(=O)N1CCC(C(=O)NCCc3ccccc3)CC1)CC(C)O2 (centres undefined)	-19%	i	4%
Cc1ccc(C)c(N2CCN(C(=O)C3CCN(C(=O)c4cc5sccc5n4C)CC3)CC2)c1	-8%	-92%[inhibitor]	?
COc1ccc(-n2nc(C(=O)NCCc3ccc(Cl)cc3)c3c4ccccc4n(C)c3c2=O)cc1	9%	i	5%
CC(=O)c1cccc(NC(=O)CN2C(=O)c3cccnc3Sc3ccccc32)c1	3%	-50%[inhibitor]	26%
COc1ccc(OCC(=O)Nc2ccc(C(=O)OCc3cc(=O)n4nc(C)sc4n3)cc2)cc1	-4%	i	5%
COC(=O)c1ccccc1NC(=O)Cn1c(=O)nc(-c2ccccc2)c2cc(Cl)ccc21	-4%	i	7%
CCN(CC)CC(C)CNC(=O)c1cc(-c2ccc(Br)s2)nc2ccccc12 (centres undefined)	-23%	24%	?
CCCCNC(=O)c1cc2n(n1)CCCN(Cc1ccc(C)cc1)C2=O	3%	i	18%
COc1ccc(CNC(=O)c2cc(=O)[nH]c3ccc(S(=O)(=O)N4CCCC4)cc23)c(OC)c1	-3%	-11%	4%
Cn1c2ccccc2c2cnn(CC(=O)N3CCN(c4cccc(C(F)(F)F)c4)CC3)c(=O)c21	-9%	0%	5%
COc1ccc(-c2cc(C(F)(F)F)nc(SCC(=O)NCC(C)C)n2)cc1OC	-5%	-7%	12%
Cc1cc(C)cc(NC(=O)CN(C)S(=O)(=O)c2ccc3[nH]c4c(c3c2)CCCC4)c1	6%	-18%	?
O=C(NC1CCCCC1)c1cc(Nc2ccccc2)nc2ccccc12	15%	-1%	-11%
CC(C)(C)c1ccc(Oc2nc3ccccn3c(=O)c2/C=C(\C#N)c2nc3ccccc3[nH]2)cc1	-4%	-29%	2%
CCOC(=O)Cn1c(-c2cccs2)cc2cc(Cl)ccc21	3%	-23%	?
COc1ccc(-c2nc3ccccc3n3c(-c4cccc(C)c4)c4c(=O)n(C)c(=O)n(C)c4c23)cc1OC	15%	-31%[inhibitor]	?
O=C(CCCn1c(=O)c2cccn2c2ccccc21)Nc1cc(C(F)(F)F)ccc1Cl	0%	i	1%
Cc1ccc(Nc2nc3c(S(=O)(=O)c4ccccc4)nnn3c3ccc(Cl)cc23)c(C)c1	9%	9%	1%
COC(=O)c1c(-c2cccs2)csc1NC(=O)c1ccc(OC)c(OC)c1	-16%	-7%	9%
CCOC(=O)c1c(NC(=O)c2cc(=O)c3cc(C)cc(C)c3o2)sc(C)c1C	39%	i	14%
CCOC(=O)c1cccc(NC(=O)COc2ccc3c(C)cc(=O)oc3c2)c1	6%	-11%	6%
COc1ccc(NC(=O)CSc2nc3ccccc3n2CC(=O)NCc2ccc(F)cc2)cc1	0%	-18%	17%
SMILES	HEK293 tox	PTHR1 ag	GLP1R inv ag
CCOC(=O)c1cnc2c(C)cc(C)cc2c1NCCN1CCOCC1	0%	i	-14%
O=C1CC(c2nc3ccccc3n2CCCOc2ccccc2)CN1c1ccc(F)cc1 (centres undefined)	-1%	-32%[inhibitor]	?
Fc1ccc(NCc2nc3ccccc3n2CCOc2ccccc2Cl)cc1	-10%	-93%[inhibitor]	6%
COc1cccc(CNC(=O)Cc2ccc(NC(=O)N3CCSc4ncccc43)cc2)c1OC	2%	i	-8%
CC(C)Oc1ccc(CNC(=O)CCCN2C(=O)c3cccnc3Oc3ccc(Cl)cc32)cc1	-6%	-8%	-15%
O=C(Nc1ccccc1F)c1nc(SCc2ccc(F)cc2)ncc1Cl	-7%	-5%	-3%
CCOc1ccc(-c2cc(C(=O)N3CCN(c4cc(Cl)ccc4C)CC3)c3ccccc3n2)cc1	24%	i	1%
COc1cccc(-c2nc(SCc3cccc(Br)c3)n3[nH]c(=O)cc3n2)c1	1%	i	5%
Cc1ccc(C)c(N2CCN(C(=O)C3CCN(S(=O)(=O)c4cn(C)cn4)CC3)CC2)c1	3%	0%	2%
CCn1nnc2cc(C(=O)Nc3ccc(C)cc3Br)ccc21	-2%	-4%	16%
COCCNC(=O)C(=O)Nc1ccc2nc3n(c(=O)c2c1)CCCCC3	-16%	i	-5%
COc1ccc(CNC(=O)c2cc3c(s2)-c2c(C)cccc2OC3)cc1	5%	-8%	-11%
CC(NC(=O)c1ccccc1)c1nc2ccccc2n1Cc1ccc(Cl)cc1 (centres undefined)	1%	-16%	-2%
O=C(COc1ccccc1)NCc1ccc2c(c1)CCN2C(=O)c1ccccc1	2%	i	-5%
CCC(=O)N1c2ccccc2CC1C(=O)N1CCN(c2cccc(OC)c2)CC1 (centres undefined)	-8%	i	1%
